CDK5 p35 inh = inhibitors of human CDK5/p35 kinase, primary screen, biochemical, single concentration; Cyclin-dependent kinase 5 (Homo sapiens) + Cyclin-dependent kinase 5 activator 1 (Homo …; Recombinant CDK5/p35, ADP-Glo luminescence, 60 min; inhibition, % at 10 µM; 0.01% of 330,000 active;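 active = highest replicate inhibition of at least 50% and at least 75% of replicates reaching 50%; inconclusive = only one of the two criteria met; inactive = both criteria failed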;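 also: plate controls were DMSO neutral control for no effect and GW8510 at 10 µM for full effect; many of its hits are not listed in these tables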
Target sequence (Q00535 whole entry, looked up): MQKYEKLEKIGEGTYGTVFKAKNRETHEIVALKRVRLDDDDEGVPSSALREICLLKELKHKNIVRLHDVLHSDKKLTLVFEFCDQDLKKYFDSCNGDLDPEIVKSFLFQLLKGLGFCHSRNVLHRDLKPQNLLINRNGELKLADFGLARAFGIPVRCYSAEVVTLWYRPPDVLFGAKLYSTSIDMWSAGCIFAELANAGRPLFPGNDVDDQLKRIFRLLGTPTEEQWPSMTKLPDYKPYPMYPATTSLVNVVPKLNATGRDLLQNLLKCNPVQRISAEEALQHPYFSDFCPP
Target sequence (Q15078 whole entry, looked up): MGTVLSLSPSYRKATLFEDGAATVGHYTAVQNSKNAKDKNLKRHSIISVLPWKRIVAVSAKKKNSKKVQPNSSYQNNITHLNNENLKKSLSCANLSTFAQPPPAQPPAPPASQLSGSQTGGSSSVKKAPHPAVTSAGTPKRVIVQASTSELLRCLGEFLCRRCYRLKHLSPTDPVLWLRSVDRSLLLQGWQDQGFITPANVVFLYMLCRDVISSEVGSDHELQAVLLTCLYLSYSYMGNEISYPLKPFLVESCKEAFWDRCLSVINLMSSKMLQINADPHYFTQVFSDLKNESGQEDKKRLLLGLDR
HTR5A ag ctr = HTR5A agonists in luminescence cell assay, primary screen, counter-screen for OPRM1-OPRD1 heterodimer agonist project, full-deck HTS. cell-based. activation, % at 9.3 µM. 0.61% of 340,000 active. AID 504692, 2011; in the data active = activation mostly above about 9.5%, no sharp cut-off; inactive = mostly below about 7.6%;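 also: 0% = cells with vehicle only and 100% = reference agonist; strong numbers were not always called active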
Target sequence (P47898 whole entry, looked up): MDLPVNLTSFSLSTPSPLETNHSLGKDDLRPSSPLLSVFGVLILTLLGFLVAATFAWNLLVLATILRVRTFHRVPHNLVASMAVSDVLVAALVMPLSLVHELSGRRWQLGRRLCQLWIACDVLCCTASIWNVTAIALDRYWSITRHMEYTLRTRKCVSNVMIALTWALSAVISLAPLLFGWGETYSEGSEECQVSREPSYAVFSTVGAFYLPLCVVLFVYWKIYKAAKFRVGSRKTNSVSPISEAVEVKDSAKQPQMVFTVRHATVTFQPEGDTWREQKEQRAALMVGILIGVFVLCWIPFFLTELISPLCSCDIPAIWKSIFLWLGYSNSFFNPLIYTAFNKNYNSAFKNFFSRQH
HTR5A inv ag = HTR5A inverse agonists in luminescence cell assay, primary screen, counter-screen for OPRM1-OPRD1 heterodimer inverse agonist project, full-deck HTS; 5-hydroxytryptamine receptor 5A (Homo sapiens), P47898; HTR5A cell line, inverse agonism; 0.083% of 340,000 active; inhibition, % at 9.3 µM; AID 504634, 2011; in the data active = inhibition mostly above about 23%, no sharp cut-off; inactive = mostly below about 18%;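 also: 0% = cells with DMSO and 100% = no-cell wells with DMSO; some compounds called inactive have numbers as strong as hits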
SR-BI HDL uptake = inhibitors of SR-BI mediated HDL lipid uptake, primary screen, ldlA[mSR-BI] cells, fluorescence, single point; Scavenger receptor class B member 1 (Mus musculus), Q61009; ldlA[mSR-BI] CHO cells, DiI-HDL uptake fluorescence, 3 h; inhibition, % at 12.5 µM; 0.96% of 320,000 active; AID 488896, 2010;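 active = mean replicate inhibition of at least 70% and a set share of replicates each scoring 70 or more; inconclusive = meets just one of the two criteria; inactive = fails both criteria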;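 also: 0% = median of neutral control wells and 100% = median of positive control wells; values of inactives mirror those of a sister screen read the other way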
MITF act = activators of MITF-driven TRPM1 promoter reporter, primary screen, cell-based, SK-MEL-5, luciferase, single point; SK-MEL-5 TRPM1-promoter luciferase, 24 h; % of positive control, neutral wells = 0; activation, % at 12.5 µM; 0.75% of 300,000 active;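 active = mean activation of at least 80% with every replicate also reaching 80%; inconclusive = mean reaches 80% but some replicate falls short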;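 also: 0% = neutral control wells and 100% = parthenolide positive control wells; values of inactives mirror those of a sister screen read the other way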
PvdQ inh = P. aeruginosa PvdQ acylase inhibitors, primary screen, biochemical, fluorescence, plate reader and imaging, single point; PvdQ acylase [Pseudomonas aeruginosa LESB58]; purified PvdQ acylase; inhibition, % at 10 µM; 0.063% of 340,000 active; AID 488965, 2010; in the data active = inhibition above about 30%, passing the limit was not always enough; inconclusive = no clear call, values can overlap the other calls;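 also: 0% = vehicle neutral wells and 100% = reference inhibitor wells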
dFosB act = activators of delta FosB homodimer, primary screen, biochemical, fluorescence polarization, TAMRA-CDK5 oligo, single point. Protein FosB (Mus musculus), P13346. purified delta FosB; percent of positive-control signal above neutral wells. activation, % at 25 µM. 0.99% of 340,000 active;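 active = mean activation above about 17%, with every replicate also reaching it, limit read from the data, passing the limit was not always enough; inconclusive = only one of the two conditions met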;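 also: fluorescence polarization rise as delta FosB binds a TAMRA Cdk5 AP-1 oligo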
V-ATPase pH = regulators of yeast V-ATPase proton pumping, primary screen, pHLuorin cytosolic pH fluorescence; S. cerevisiae; response, % at 10 µM; 0.37% of 350,000 active; AID 504577, 2011; in the data active = response mostly above about 7.3%, no sharp cut-off; inactive = mostly below about 5.4%; also: actives read high; inactives centre near 0; some compounds called inactive have numbers as strong as hits; reference of the scale not given here
Wnt act = Wnt/beta-catenin pathway activators, primary screen, cell-based, plate reader, single point. Wnt/beta-catenin reporter cell assay, activator. activation, % at 9.35 µM. 1.2% of 300,000 active. AID 743398, 2014; in the data active = activation above about 30%, passing the limit was not always enough; inconclusive = no clear call, values can overlap the other calls;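 also: 0% = neutral control wells and 100% = positive control wells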
NSD2 inh = NSD2 histone methyltransferase inhibitors, primary screen, biochemical, AlphaScreen, single concentration, set 2. NSD2 peptide methylation, 120 min. inhibition, % at 12.5 µM. 0.54% of 310,000 active. AID 743445, 2014; in the data active = inhibition above about 50%
Starred values were filed as active, the others as inactive; ? = inconclusive; . = no result given.

structure,V-ATPase pH,HTR5A ag ctr,SR-BI HDL uptake,dFosB act,PvdQ inh,Wnt act,NSD2 inh,MITF act,HTR5A inv ag,CDK5 p35 inh
COc1ccccc1CNC(=O)c1cn(C)c(=O)c2cc(OC)c(OC)cc12,0,-2,-5,4,-2,.,-1,.,4,1.1
CCOc1ccccc1NC(=O)C1CCCN(S(=O)(=O)c2ccc(-n3cnnn3)cc2)C1 (centres undefined),2,4,.,0,-3,-3,-3,.,-13,-0.1
COc1ccccc1N1CCN(C(=O)c2cc(-c3ccco3)on2)CC1,0,-1,3,-7,-4,-1,.,.,2,-0.7
CN1CCN(C(=O)/C(=C/c2cccnc2)NC(=O)c2cccc(Br)c2)CC1,0,-6,-22,4,-2,1,-3,-6,15,1.1
COc1cccc(CN2CCNC(=O)C2CC(=O)NCc2cc(C(C)C)no2)c1 (centres undefined),-2,4,2,-10,-2,0,0,6,-10,1.7
O=C(c1ccc(F)cc1)N1CCCCC(Sc2nnc3ccccn23)C1=O (centres undefined),-3,-3,-7,4,-1,.,1,0,-13,-1.9
CCOC(=O)c1nnn(-c2ccc([N+](=O)[O-])cc2)c1C,-2,4,-1,4,-10,-1,-1,-3,15,-2.4
CCN1CCN(Cc2c(O)ccc3c(C)cc(=O)oc23)CC1,2,0,-40,-4,8,-1,1,-4,2,0.6
CC(=O)c1ccc(C(=O)Nc2nnc(-c3ccc(Cl)cc3)o2)cc1,-4,1,-9,2,-11,-2,.,.,-2,0.8
CC(C)=CC(=O)Nc1nnc(-c2ccccc2C)s1,3,-1,4,1,-16,9,2,47,3,-0.3
COc1ccc(CC(=O)Nc2sc3c(c2C#N)CC(C)(C)NC3(C)C)cc1OC,-1,-1,-20,14,0,0,-1,-8,4,-0.2
CCOc1ccc(NC(=O)CCC(=O)N2CCSc3ccccc32)cc1,-1,-4,10,-6,-5,-2,.,10,11,0.6
O=c1[nH]c(NCc2ccccc2)nc2c1CCCC2,-5,4,-20,5,-6,.,-1,.,-5,-0.6
NC(=O)C1=CC2C3C=CC2(O)C(=O)OC3O1 (centres undefined),5,1,-3,-2,-10,-2,0,-72,-5,-0.1
c1ccc(-c2csc(Nc3ncccn3)n2)cc1,-1,5,-3,-1,-5,.,-1,40,1,1.0
CCOc1ccc(NC(=O)CN(C)C(=O)CCCn2c(=O)oc3ccccc32)cc1OCC,-1,1,23,-5,-11,-1,-3,-18,-4,0.9
O=C(O)c1cc(N=Nc2c(O)[nH]c3ccc([N+](=O)[O-])cc23)ccc1Cl,1,3,0,-2,-2,-4,1,1,-13,0.5
COCCNS(=O)(=O)c1ccc(SC)cc1,-1,0,-10,-10,3,-4,3,4,-19,-0.4
Cc1ccc(/C=N/NC(=O)CNC(=O)c2ccc(S(=O)(=O)N(C)C)cc2)cc1,-3,-2,52,1,11,-5,0,-9,-8,0.9
CC(=O)N1c2ccc(S(=O)(=O)N(C)CC(=O)NC(C)c3ccccc3)cc2CC1C (centres undefined),-9,-1,-9,-2,-3,-2,-2,3,-20,0.5
NC(=O)c1ccsc1NC(=O)CN1C(=O)NC2(CCCC2)C1=O,-1,2,-14,-9,-15,-5,-2,2,-9,1.5
O=C(NCCS(=O)(=O)N1CCN(c2ccccc2F)CC1)c1cccs1,-2,1,-3,3,2,0,.,0,2,1.3
COc1cc(/C=N/NC(=O)c2cccc([N+](=O)[O-])c2)ccc1OCc1ccc(C)cc1,3,2,52,50*,-6,?,1,69,-20,0.0
CCCOC(=S)N/C(=N\S(=O)(=O)c1ccccc1)c1ccccc1,-3,7,-28,6,-27,-2,-3,4,3,-1.3
COC(=O)C(/C=N/O)NC(=O)c1ccccc1 (centres undefined),2,4,6,6,2,-1,3,10,-10,0.6
O=C(NCC1CCCO1)C1C2C=CC3(CN(Cc4cccs4)C(=O)C13)O2 (centres undefined),2,5,-26,-6,-11,.,-2,-5,17,0.0
Cc1ccc(CC2S/C(=N/N=C/c3ccco3)NC2=O)cc1 (centres undefined),4,-1,-15,3,9,5,.,-4,2,1.7
O=C(/C=C/c1ccco1)c1ccc(NC(=O)C23CC4CC(CC(C4)C2)C3)cc1,-2,7,36,-4,13,.,4,7,-24,0.4
Cc1ccnc(NC(=O)c2cc([N+](=O)[O-])cc([N+](=O)[O-])c2)c1,-3,-3,9,-1,-8,0,-4,-19,7,-0.7
N#Cc1c(NC(=O)C2CC=CCC2C(=O)O)sc2c1CCCCCC2 (centres undefined),1,-1,0,-2,-1,3,-1,-9,3,0.0
O=C(NC1CCSc2ccccc21)c1ccccc1Cl (centres undefined),6,2,2,5,-9,-1,-1,8,1,1.3
Cc1ccc(NC(=O)c2ccc(OC(=S)N3CCOCC3)cc2)cc1,1,3,8,-6,1,3,-2,12,-11,-1.4
CC(C)NC(=O)CC(=O)N/N=C/c1cccs1,2,0,37,-9,1,-2,-2,9,0,-0.7
COc1cccc(-c2cc(C(=O)Nc3c(C)n(C)n(-c4ccccc4)c3=O)no2)c1,4,1,-14,-3,10,-4,.,.,-8,-1.3
CC(=O)N1CC2(C)CN(C(C)=O)CC(C)(C1)C2,-1,1,-6,1,-13,-6,-3,.,-45,-0.1
CC(C)(C)C(=O)CCN1C(=O)C2(OCCO2)c2ccccc21,5,0,-23,6,-18,-1,0,-5,13,-0.4
CN1C(=O)CS/C1=N\NC(=O)COc1cccc2cccnc12,-1,-1,0,-4,-5,-1,3,12,2,-1.9
O=C(COc1ccc(S(=O)(=O)N2CCOCC2)cc1)N1CCc2ccccc2C1,-2,-1,4,-5,9,2,-4,5,-32,-2.0
O=C(CN1C(=O)NC2(CCOc3ccccc32)C1=O)c1ccc(F)c(F)c1 (centres undefined),1,0,11,-2,-3,2,-1,-9,7,0.3
COc1ccc(-c2nn(-c3ccccc3)cc2C(=O)Nc2cccc(C(=O)O)c2)cc1[N+](=O)[O-],-2,-3,12,-1,3,0,1,2,-9,1.1
Fc1ccc(CNC(=S)Nc2ccc(Cl)cc2Cl)cc1,9,3,11,3,-2,2,-1,-9,-8,0.0
COC(=O)C(C)Sc1nnc(Cc2cc(=O)[nH]c(=O)[nH]2)n1-c1cc(C)ccc1C (centres undefined),-1,11,-24,-6,-2,-4,.,-16,-32,-0.2
CN(C)C(=O)c1cnc(-c2ccccc2)nc1-c1ccccc1,2,0,-13,-4,7,-2,-3,-2,1,0.2
CC(C)(C)c1ccc(C(=O)Nc2ccc(C(=O)N3CCCC3)cc2)cc1,4,4,6,-18,0,-3,20,-3,-4,-0.7
Cc1ccccc1OCC(=O)Nc1ccccc1-c1ccccc1,2,-1,28,-5,12,0,-4,6,3,0.2
Cn1ncc(Br)c1C(=O)OCC(=O)Nc1nc(-c2ccccc2)cs1,-3,2,3,2,7,8,-2,.,7,-0.2
COc1ccc(N2CCN(CCCNC(=O)CCC(=O)N3CCOc4ccc(Cl)cc43)CC2)cc1,-1,1,27,0,-9,-3,24,3,-12,0.1
CN(CC(=O)NCCCN1CCOCC1)S(=O)(=O)c1ccc(F)cc1,-2,0,-3,-4,0,-3,.,4,-1,-0.9
CC(=O)N1C(=O)/C(=C2\SC(=S)N(NC(=O)c3ccc(O)cc3)C2=O)c2ccccc21,0,-3,-2,1,-11,-3,5,9,8,0.8
C=CC(=O)NCc1ccc(-c2csnn2)cc1,2,4,-5,0,-21,1,-2,10,-12,-1.2
COc1ccccc1CC(=O)N1CCN(C(=O)c2ccco2)CC1,-2,1,-12,-4,3,0,-2,-9,18,0.6
O=C(c1ccccc1)N1CCCCC(S(=O)(=O)c2ccccc2)C1=O (centres undefined),2,0,.,-3,-14,1,-2,6,-2,0.5
CN(C)c1cccc2c1c(NC(=O)Nc1ccc(Cl)cc1Cl)nn2C,-3,5,63,-9,-6,2,-2,.,-16,1.2
Cc1ccc2cc(CN(CCCO)S(=O)(=O)c3ccccc3F)c(=O)[nH]c2c1C,-1,7,-15,-8,12,1,2,6,-20,0.5
Cc1cc(NC(=O)CON=C(N)CC(=O)Nc2ccccc2Cl)ccc1Br,-3,-8,-1,-12,-22,0,-1,-10,15,-1.4
CCOc1cccc(NC(=O)c2ccc(S(=O)(=O)N3CCCC3)cc2)c1,2,-3,19,-13,-20,-2,.,1,9,0.6
CCCCCCC1CC(C)(C(=O)CNc2nncs2)OC1=O (centres undefined),1,-3,-30,-10,3,-3,-4,5,18,0.3
CC(=O)c1ccc(S(=O)(=O)N2CCN(C(=O)/C=C/c3ccc4ccccc4n3)CC2)cc1,1,3,.,-11,-11,3,13,-72,-39,-1.1
COc1ccccc1NC(=O)CN1C(=O)NC2(CCCc3ccccc32)C1=O (centres undefined),-4,0,32,-3,7,12,5,1,2,-2.3
CCc1ccccc1NC(=O)C1CCCN(c2ncccn2)C1 (centres undefined),5,-2,-6,-5,-7,-2,.,-8,-41,-0.6

Next part.
structure,V-ATPase pH,HTR5A ag ctr,SR-BI HDL uptake,dFosB act,PvdQ inh,Wnt act,NSD2 inh,MITF act,HTR5A inv ag,CDK5 p35 inh
COc1ccccc1CC(=O)Nc1ccc(S(=O)(=O)N2CCCC2)cc1,-2,-2,.,-9,8,5,-6,-1,7,2.6
CC(=O)Nc1ccc(NC(=O)c2cc[n+]([O-])cc2)cc1,5,3,.,-4,-3,1,-4,-5,-9,2.8
O=C(NNC(=O)c1c(O)c2ccccc2[nH]c1=O)c1ccccc1Br,3,1,-2,52*,-13,-1,-1,0,-3,0.5
Cc1nnc(CN(C)C(=O)CC2C(=O)NCCN2Cc2ccccc2C)o1 (centres undefined),3,6,-1,0,0,-2,2,-5,-28,0.9
O=C(CN1C(=O)NC2(CCCCC2)C1=O)Nc1cccc(S(=O)(=O)N2CCCC2)c1,-6,1,2,-9,-10,-1,0,-4,-2,-0.2
COc1ccc(C(=O)Cc2cc3ccccc3oc2=O)cc1,-1,-1,-15,3,-5,10,0,121*,3,-1.1
Cc1nnc(NC(=O)CN2CCN(Cc3c(Cl)cccc3Cl)CC2)s1,-1,5,-14,1,-19,-1,-1,.,-19,1.4
CCN1CCN(c2nc(C)c3c(n2)CCCC3=O)CC1,3,1,-10,2,-7,.,10,-13,-11,-0.5

From PubChem
